Bioassay records deposited in PubChem BioAssay by Sanford-Burnham Center for Chemical Genomics.
APOBEC3G inh = inhibitors of human APOBEC3G DNA deaminase; recombinant A3G, ssDNA deamination FAM/TAMRA fluorescence; inhibition, % at 20 µM; 0.28% of 330,000 active; AID 493012;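 active means inhibition of at least 40% at 20 µM, with no more than 30% in the related APOBEC3A deaminase screen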;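 further: plate controls were DMSO wells with A3G for no effect and wells lacking A3G enzyme for full effect; some compounds called inactive have numbers as strong as hits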
mIAP block = blocks mouse intestinal alkaline phosphatase; inhibition, % at 10 µM; purified mouse IAP, CDP-Star luminescence, 30 min; 0.2% of 330,000 active; AID 2806;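 active means inhibition of at least 40% at 10 µM in the primary screen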;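 further: plate controls were DMSO with enzyme for no effect and no enzyme wells for full effect; values of inactives mirror those of a sister screen read the other way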
hIAP inh = human IAP inhibition. AID 2544. 0.12% of 330,000 active. purified IAP, CDP-Star luminescence, 30 min. inhibition, % at 10 µM. P09923;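 active means inhibition reaching a set limit with compound at 10 µM in the primary screen, cut at about 35% in these data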;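 further: plate controls were DMSO wells with enzyme for no effect and no-enzyme buffer wells for full effect; values of inactives mirror those of a sister screen read the other way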
Target sequence (P09923 whole entry, looked up): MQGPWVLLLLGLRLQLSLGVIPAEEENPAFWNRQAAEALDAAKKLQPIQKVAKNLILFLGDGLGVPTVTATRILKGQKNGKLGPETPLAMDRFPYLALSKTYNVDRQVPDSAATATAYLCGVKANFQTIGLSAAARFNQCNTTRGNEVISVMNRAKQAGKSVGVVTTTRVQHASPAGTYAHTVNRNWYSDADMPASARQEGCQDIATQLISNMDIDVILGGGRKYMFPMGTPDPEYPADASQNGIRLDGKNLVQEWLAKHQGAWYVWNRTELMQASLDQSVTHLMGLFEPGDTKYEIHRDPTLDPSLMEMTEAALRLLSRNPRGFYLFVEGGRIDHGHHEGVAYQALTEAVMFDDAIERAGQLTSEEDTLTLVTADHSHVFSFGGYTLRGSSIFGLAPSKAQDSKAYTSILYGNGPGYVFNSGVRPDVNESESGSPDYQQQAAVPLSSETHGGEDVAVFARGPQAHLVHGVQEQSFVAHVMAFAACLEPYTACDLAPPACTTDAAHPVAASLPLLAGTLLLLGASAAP
SENP1 FRET inh = SENP1 (human) catalytic domain inhibition; recombinant SENP1 catalytic domain, CyPet-SUMO1-YPet FRET cleavage; inhibition, % at 10 µM; Q9P0U3; 0.21% of 360,000 active;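 active means inhibition at least 30% at 10 µM, raw YFP signal under a set limit, fluorescence ratio 0.5 to 1.5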;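 further: 0% = enzyme with DMSO and 100% = no enzyme wells; some results filed as inactive read as strong as hits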
Target sequence (Q9P0U3 419-644 limits assumed): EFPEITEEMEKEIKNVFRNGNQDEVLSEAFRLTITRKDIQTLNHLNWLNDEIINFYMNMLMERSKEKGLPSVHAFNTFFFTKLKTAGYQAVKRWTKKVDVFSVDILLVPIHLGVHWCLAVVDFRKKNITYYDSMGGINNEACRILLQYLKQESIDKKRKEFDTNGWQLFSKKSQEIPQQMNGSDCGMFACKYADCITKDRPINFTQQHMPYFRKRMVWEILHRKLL
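material = recombinant human SENP1 catalytic domain, His6-tagged | quantity = 20 pM enzyme | reagent = 25 nM SUMO1 FRET substrate | compound dosing = 10 µM single point, 0.5% DMSO | timing = 50 min enzyme reaction, room temperature, light-protected | detection = FRET, CFP and YFP emission | control set = no-enzyme low, enzyme-DMSO high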
A3A deaminase = human APOBEC3A DNA deaminase inhibition. 0.41% of 330,000 active. recombinant A3A, FAM/TAMRA ssDNA deamination fluorescence. P31941. inhibition, % at 20 µM;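 active means at least 40% inhibition at 20 µM here, with at most 30% in a related deaminase screen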;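 further: plate controls were A3A with DMSO for no effect and wells lacking A3A enzyme for full effect; some results filed as inactive read as strong as hits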
Target sequence (P31941 whole entry, looked up): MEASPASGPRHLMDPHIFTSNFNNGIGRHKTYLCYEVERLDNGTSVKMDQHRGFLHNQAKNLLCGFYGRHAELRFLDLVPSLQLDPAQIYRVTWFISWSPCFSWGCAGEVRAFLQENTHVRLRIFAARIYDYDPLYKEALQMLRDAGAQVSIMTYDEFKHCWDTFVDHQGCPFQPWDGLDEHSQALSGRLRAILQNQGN
hIAP act = human IAP activation. P09923. purified human IAP, CDP-Star luminescence, 30 min; stronger effect = higher value; 1 = vehicle-only enzyme, 0 = enzyme-free background. activation factor at 10 µM. 0.16% of 330,000 active;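 active means activation factor of the enzyme at least 2-fold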; further: the source names both 10 and 20 µM as test concentration; values of inactives mirror those of a sister screen read the other way
beta cell repl = induces beta-cell replication in MIN6 cells; MIN6 cells proliferation, ATPlite luminescence, 48 h; cells starved in 0.2% serum; 100% = growth in 10% serum; proliferation, % at 10 µM; 0.29% of 330,000 active;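 active means compounds whose signal lies at least 3.5 SD above the mean of all wells on their plate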;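 further: 0% = DMSO-treated cells in low-serum medium and 100% = 10% serum control; some compounds called inactive have numbers as strong as hits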
NALP3 yeast inh = inhibitors of NALP3 inflammasome in yeast; Yeast reconstituted NLRP3/ASC/caspase-1, beta-gal luminescence, 24 h; inhibition, % at 10 µM; 0.39% of 330,000 active; AID 2825;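 active means inhibition of 50% or more; inactive means inhibition below 50%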;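 further: plate controls were induced DMSO wells for no effect and uninduced yeast grown without galactose for full effect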
mIAP act = increases mouse intestinal alkaline phosphatase activity | activation factor at 10 µM | 0.24% of 330,000 active | AID 2805 | muIAP, CDP-Star luminescence, 30 min; stronger effect = higher value; 1 = vehicle-only enzyme signal, 0 = enzyme-free wells;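 active means activation factor of at least 2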; further: the source names both 10 and 20 µM as test concentration; values of inactives mirror those of a sister screen read the other way
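Assay system: mouse IAP enzyme; reagent: chemiluminescent substrate CDP-Star; dosing: test compounds delivered from DMSO solution; schedule: 30 min at room temperature; measured by: luminescence from enzymatic CDP-Star hydrolysis; controls: DMSO-only wells and no-enzyme negative control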
An asterisk follows results filed as active; x = not tested or not shown. An excerpt; rates above refer to the full screens.

SMILES	APOBEC3G inh	mIAP block	hIAP inh	SENP1 FRET inh	A3A deaminase	hIAP act	beta cell repl	NALP3 yeast inh	mIAP act
Cc1ccc(S(=O)(=O)NCCNC(=O)c2ccccc2)cc1	1.7	-7.2	-3.9	1.4	0.1	1.04	-0.7	-9.8	1.07
O=C(NCC(=O)N1CCCC(C(F)(F)F)C1)c1ccccc1F (configuration not stated)	-2.2	1.9	-4.3	0.1	-0.5	1.04	-2.8	9.9	0.981
CC(=O)Nc1ccc(NC(=O)c2ccc(COc3ccc(C)cc3)o2)cc1	-1.9	-7.5	-78.8	1.7	-1.3	1.79	-3.4	28.3	1.07
CCOc1ccccc1OCCCCOc1ccccc1F	-5.7	8.8	1.7	0.6	-0.5	0.983	0.0	4.3	0.912
CCOc1ccc(S(=O)(=O)Nc2ccc(C(=O)NCc3ccncc3)cc2)cc1	-0.3	-5.2	-14.3	-0.7	0.3	1.14	-1.7	1.7	1.05
COc1ccc(Nc2nc(NN)nc(Nc3ccc(OC)cc3)n2)cc1	-1.6	-0.4	-45.7	-0.6	0.3	1.46	-4.7	21.9	1
CCN(CC)CCNC(=O)c1ccc(NC(=O)/C=C/c2cc(OC)c(OC)c(OC)c2)cc1	-3.1	2.0	-15.2	-1.9	1.3	1.15	-3.7	6.4	0.98
CCOC(=O)N1CCC(N2Cc3cccc(C(=O)Nc4ccc(S(=O)(=O)N(CC)CC)cc4)c3C2=O)CC1	-2.1	9.8	2.9	-5.6	6.9	0.971	-0.6	6.2	0.902
O=C(Nc1ccnn1C1CCN(C/C=C/c2ccccc2)CC1)c1ccccc1	-2.4	-20.6	2.4	-0.3	-1.7	0.976	-1.4	0.8	1.21
O=C1c2ccccc2C(=O)N1CCn1c(=O)oc2ccccc21	-2.2	-10.8	-73.5	-1.0	-3.7	1.74	-3.4	-7.5	1.11
CCOC(=O)C1=Nc2ccccc2C1=[N+]=[N-]	-4.3	-0.9	-47.8	-2.8	-2.3	1.48	-2.5	82.3*	1.01
CCOc1ccc(S(=O)(=O)NCCC(=O)Nc2ncccc2C)cc1	7.6	-13.5	2.2	-1.9	3.7	0.978	-3.4	17.5	1.14
O=C(Nc1nnc(-c2ccc(Cl)cc2)o1)C1CCCCC1	-8.6	5.9	8.4	-1.1	-2.2	0.916	-2.7	9.9	0.941
COC(=O)c1c(NC(=O)c2ccccc2)sc2c1CC(C)(C)OC2	-2.2	5.9	11.2	0.1	2.5	0.888	-1.1	22.9	0.941
Cc1ccc(Nc2c3c(nc4ccccc24)CCC3)cc1	-10.9	6.7	-17.9	0.1	-4.3	1.18	-4.0	19.0	0.933
CCCSc1nn2c(=O)c3ccccc3nc2s1	-3.6	-12.7	-3.9	1.2	-2.1	1.04	-1.6	-2.5	1.13
Cn1c2c(c(=O)n(C)c1=O)C(C(F)(F)F)(C(F)(F)F)N=C(c1ccccc1Cl)N2	0.3	-6.4	-16.0	0.8	-0.8	1.16	-0.7	18.8	1.06
Cc1c(N2C(=O)c3ccc(F)cc3C2=O)c(=O)n(-c2ccccc2)n1C	-5.8	5.3	-16.1	0.6	-0.7	1.16	0.0	-20.1	0.947
Cn1ccsc1=NC(=O)c1cc(S(=O)(=O)N2CCOCC2)ccc1Cl	-7.8	6.1	10.5	1.2	-2.3	0.895	-1.6	20.5	0.939
COc1ccc(C(=O)Nc2c(Cl)cc(Cl)cc2C(=O)NCCN2CCOCC2)cc1	-11.3	-0.2	8.0	-1.7	-3.1	0.92	4.3	5.4	1

The list goes on (2 carried over from the part before).
SMILES	APOBEC3G inh	mIAP block	hIAP inh	SENP1 FRET inh	A3A deaminase	hIAP act	beta cell repl	NALP3 yeast inh	mIAP act
Cn1ccsc1=NC(=O)c1cc(S(=O)(=O)N2CCOCC2)ccc1Cl	-7.8	6.1	10.5	1.2	-2.3	0.895	-1.6	20.5	0.939
COc1ccc(C(=O)Nc2c(Cl)cc(Cl)cc2C(=O)NCCN2CCOCC2)cc1	-11.3	-0.2	8.0	-1.7	-3.1	0.92	4.3	5.4	1
O=C(N/N=C/c1ccc(C(F)(F)F)cc1)c1ccncc1	-6.3	-7.3	-25.7	1.3	-4.5	1.26	-2.4	20.6	1.07
Cc1cc(NC(=O)C2CC(=O)N(c3ccccc3Cl)C2)no1 (configuration not stated)	-9.0	9.9	-2.5	8.3	-2.7	1.02	-4.6	14.7	0.901
CCOCC(=O)N1CCN(c2cccc(Cl)c2)CC1	-6.2	0.1	5.4	-0.9	-1.6	0.946	-0.9	14.0	0.999
C[C@H]1CN(S(=O)(=O)c2c(F)cccc2F)CCN1S(=O)(=O)c1ccc2c(c1)OCCO2	13.8	-10.7	-4.1	2.3	2.7	1.04	-0.8	22.0	1.11
O=C(CSc1nc(-c2ccccc2)cs1)NCCCN1CCCC1=O	-6.8	5.5	-12.3	1.8	-4.3	1.12	4.7	9.9	0.945
O=C(CSc1nnc(C2CC2)n1-c1ccccc1)NCCc1ccc(F)cc1	-4.9	-6.0	8.9	0.2	-1.4	0.911	-1.2	6.8	1.06
COc1ccc(C(=O)Nc2ccc(S(=O)(=O)NC(C)C)cc2)cc1	-5.6	0.5	-16.1	1.9	-4.2	1.16	0.2	7.3	0.995
COc1cc(CN2CCc3ccccc3C2)cc([N+](=O)[O-])c1O	18.6	-1.8	26.2	2.0	-3.7	0.738	-5.1	-22.6	1.02
Cn1cc(CCNC(=O)CCc2nnc(CCCCc3ccccc3)o2)cn1	-3.5	4.4	-2.3	0.2	-2.5	1.02	-4.1	-0.9	0.956
O=C(Cn1nnc(-c2ccc(CN3CCOCC3)cc2)n1)N1CCCc2ccccc21	-2.9	-1.3	5.7	-1.7	1.4	0.943	0.9	13.5	1.01
CCOC(=O)C1(CCc2ccccc2)CCN(C(=O)c2occc2C)CC1	-3.1	2.0	6.6	2.8	-2.4	0.934	-1.5	-0.1	0.98
O=C(C1CCCN(S(=O)(=O)c2cccc3nsnc23)C1)N1CCc2ccccc21 (configuration not stated)	2.3	1.7	14.9	2.5	1.0	0.851	-0.9	-7.1	0.983
Cc1ccc(S(=O)(=O)N2[C@@H](c3ccc(Cl)cc3)C(C(=O)O)=CC[C@H]2c2cccs2)cc1	1.6	-2.8	-11.4	1.3	0.2	1.11	-3.2	0.6	1.03
Cc1ccc(C(=O)NCCc2csc(-c3cccnc3)n2)cc1	-1.9	4.9	16.7	-3.2	-2.1	0.833	-3.3	21.1	0.951
Cc1cc(C)nc(NS(=O)(=O)c2ccc(NC(=O)CSc3nc(-c4ccccc4)c(C#N)c(=O)[nH]3)cc2)n1	-2.3	11.7	10.1	0.6	-0.8	0.899	6.6	8.1	0.883
S=c1[nH]nc(Cc2noc3ccccc23)n1-c1ccc(Cl)cc1	0.4	-4.7	2.9	-1.0	-10.0	0.971	-4.7	4.9	1.05
Cc1c(C(c2cccc(O)c2)c2c(C)n(C)n(-c3ccccc3)c2=O)c(=O)n(-c2ccccc2)n1C	-2.7	5.9	-11.0	-1.4	6.0	1.11	0.0	12.0	0.941
N#Cc1c(SCC(=O)Nc2ccccc2C(F)(F)F)sc2c(O)cc(=O)[nH]c12	10.9	8.8	6.0	-6.8	8.6	0.94	-1.6	17.1	0.912
CCCCN(CC)C(=O)c1cc2cc3ccc(OC)cc3nc2o1	1.0	0.1	2.4	-0.6	4.2	0.976	-2.0	7.8	0.999
CCCC(=O)Nc1ccc(S(=O)(=O)Nc2cc(OC)nc(OC)n2)cc1	0.0	-9.6	-1.2	0.3	2.4	1.01	4.2	9.8	1.1
O=C(O)C1CCN(c2ccc(S(=O)(=O)N3CCC(C(=O)O)CC3)cc2[N+](=O)[O-])CC1	-7.5	-2.2	-7.2	1.6	-2.9	1.07	3.2	-2.5	1.02
O=C(NCC(=O)N(c1cccnc1)C(C(=O)NC1CCCC1)c1ccc(F)cc1)c1ccco1 (configuration not stated)	-5.4	-1.8	10.7	x	3.2	0.893	-1.3	14.7	1.02
COC(=O)[C@H](CCSC)NC(=O)c1cccnc1SC	-1.8	-2.0	-0.5	0.5	1.1	1	0.0	6.7	1.02
Cc1ccccc1SCCNC(=O)CCc1ccccc1	-7.9	6.0	4.4	x	-3.1	0.956	-0.2	24.4	0.94
COc1ccc(-n2c(C)nnc2SCC(=O)N2CCOCC2)cc1	-2.6	3.1	3.8	2.0	1.6	0.962	-0.2	24.2	0.969
Cc1ccc(NC(=S)NCC2CCN(C(C)c3ccccc3)C2)cc1C (configuration not stated)	-6.0	-37.6	-17.4	1.0	-0.7	1.17	-5.3	9.8	1.38
CCC(NC(=O)C1CCC1)c1ccc(C)cc1 (configuration not stated)	-1.3	4.8	-9.9	1.6	-1.0	1.1	-0.4	9.1	0.952
O=C(NNC1=C(C(=O)C(F)(F)F)CCC1)c1ccncc1	-3.4	14.4	-34.2	-18.6	0.2	1.34	4.0	6.9	0.856
Cn1nc(C(F)(F)F)c(C(=O)Nc2ccc(F)cc2F)c1Sc1ccc(C(F)(F)F)cc1	-8.8	-1.2	5.3	1.3	6.2	0.947	0.2	-3.0	1.01
CC1CCC(NC(=O)C2CCC(CNS(=O)(=O)c3cccc4nsnc34)CC2)CC1 (configuration not stated)	-2.7	5.1	2.9	0.9	-0.5	0.971	-3.7	6.3	0.949
Cc1nnc(SCc2nnc(-c3ccccc3Br)o2)n1-c1ccccc1	-5.5	3.0	-5.8	-3.5	-5.2	1.06	-2.8	22.0	0.97
CCOc1ccccc1CNc1nc2ccccc2n1C	-1.7	-1.6	14.5	1.8	-2.2	0.855	0.1	8.7	1.02
COc1ccc(C(=O)N=c2sc3ccccc3n2C)cc1	-4.3	-2.8	-6.1	3.4	1.7	1.06	-2.0	2.2	1.03
CN1CCN(CCNC(=O)Nc2ccc([N+](=O)[O-])cc2)CC1	-5.0	-7.7	-3.2	1.5	-3.8	1.03	-2.5	10.7	1.08
COc1ccc(-c2noc(CCC(=O)N(C)c3cccc(C)c3)n2)cc1	-7.0	-8.5	-23.1	2.5	-2.5	1.23	-1.7	20.6	1.08
Cc1c(O)ccc(C(=O)CN2CCN(c3ccccc3)CC2)c1O	-2.4	4.4	-12.3	-1.8	-4.5	1.12	-1.5	18.4	0.956
CN(CC(=O)Nc1ccc(N2CCOCC2)cc1)Cc1c(O)ccc2ccccc12	-9.2	4.6	-13.6	-1.9	-0.3	1.14	-4.2	6.6	0.954
Cc1cccc(OCCNC(=O)c2ncn[nH]2)c1	-4.3	-1.3	4.8	2.5	-2.2	0.952	1.9	12.0	1.01
Cc1nc2cc(C(F)(F)F)ccc2n1CCNc1nc(-c2cc(Cl)c(N)c(Cl)c2)cs1	-4.5	7.1	-6.2	0.7	0.2	1.06	-6.9	-1.8	0.929
Cc1ccc(S(=O)(=O)NCCC(=O)Nc2ccc(S(=O)(=O)NC(C)C)cc2)cc1	2.8	1.5	-3.7	1.3	6.3	1.04	-0.3	14.3	0.985
CCOc1ccc(NC(=O)C2CCCN(S(=O)(=O)c3ccc4c(c3)CC(C)N4C(C)=O)C2)cc1 (configuration not stated)	-4.0	-13.7	-4.4	1.5	-2.8	1.04	-2.3	5.6	1.14
Cc1ccc2[nH]c3c(c2c1)CN(C(=O)CN1CCN(c2ccccn2)CC1)CC3	4.0	6.5	9.3	-23.2	4.1	0.907	-2.2	7.9	0.935
